# Compound activity from PubChem BioAssay.
# West Nile virus CPE – West Nile virus antiviral activity, cell-based, CPE readout (AID 1621); CPE inhibition, % at 10 µM, or IC50 in µM where a hit was titrated; West Nile virus-infected cells, CPE inhibition; higher % means a stronger effect; 0.02% of 290,000 active; in the data active = a potency from the dose series; inconclusive = CPE inhibition mostly from about 3.7% at the one dose, without a potency; inactive = the rest, 99 in 100 with CPE inhibition below about 2.2%; note: strong numbers were not always called active
# T cell modulator – modulators of CD8 T cell-vesicle binding, primary screen, mouse 2C CD8+ T cells, flow cytometry; 2C CD8+ T cell-vesicle binding; stronger effect = lower value; calls only at 7 µM; 0.068% of 330,000 active;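 active = response, share of CD8 T cells binding vesicles, and their 90th percentile fluorescence all below set limits, cut at about 80% in these data, passing the limit was not always enough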
#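 Material: murine 2C transgenic CD8+ T lymphocytes / Also added: QL9-peptide-loaded Drosophila micro-vesicles bearing Ld, ICAM-1 and B7-1 / Schedule: binding step 1.5 h, 37 °C, antibody labelling 20 min, ice / Signal: flow cytometry, PE anti-B7-1 (FL2) versus Alexa647 anti-CD8 (FL8), PFA-fixed / Evaluation: percent CD8+ FL2 mean versus row control / Benchmarks: naked versus QL9-loaded vesicles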
# Insulin prom up – insulin promoter activators in MIN6 cells, imaging, high-content screening, mouse beta cells; MIN6 insulin promoter-GFP reporter; stronger effect = higher value; z-score at 5 µM; 0.3% of 190,000 active;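 active = z-score above 3 at 5 µM with at least 500 cells counted in the well; inconclusive = wells under 500 cells, flagged as cytotoxic or low count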
# bCat nuc transl – modulators of beta-catenin nuclear translocation, primary screen, imaging, HeLa cells, immunofluorescence, high-content; nuclear translocation activity, % at 5 µM; 0.3% of 190,000 active;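 active = nuclear translocation activity above 50% at 5 µM, with a well cell count of 50 or more; inconclusive = wells under 50 cells across six images, flagged as toxic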;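 note: per-cell ratio of nuclear to cytoplasmic median beta-catenin stain intensity; plate controls were DMSO negative control for no effect and GSK-3 inhibitor IX positive control for full effect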
#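 assay system = human HeLa cells, endogenous beta-catenin | times = compound treatment 24 h, 37°C, 5% CO2 | detection = Anti-beta-catenin immunofluorescence on PFA-fixed, Triton-permeabilized cells, DAPI nuclei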
# WT yeast gro inh – growth inhibition of WT strain, primary screen, mitochondrial fusion inhibitor project, WT and mutant strains, chemical genetic | 2.1% of 190,000 active | mitochondrial fusion phenotypic screen | AID 1362, 2008 | inhibition, % at 10 µM; in the data active = inhibition above about 58%; tested in S. cerevisiae
# Lipid droplet – inhibitors of hepatocyte lipid droplet formation, primary screen, imaging, high-throughput imaging, BODIPY stain | AML12 mouse hepatocytes, oleate lipid droplets | inhibition, % at 6.5 µM | 0.4% of 240,000 active | AID 1656, 2009;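 active = lipid droplet intensity inhibited by at least 50%, with more than 500 cells counted; inconclusive = wells with under 300 cells, treated as cytotoxic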
#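 material = mouse AML12 hepatocyte cell line, fixed after treatment | also added = 100 µM oleic acid challenge | doses = compound at 6.5 µM only | schedule = overnight exposure | technique = Image-based BODIPY and DAPI two-channel analysis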
# Autophagy mod – autophagy modulators in MEF cells, primary screen, imaging, high-content, MEF GFP-LC3; MEF GFP-LC3 puncta imaging; test concentration mostly 10 µM; calls only at 10 µM (by protocol); 0.98% of 190,000 active;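 active = percentage of spot-positive cells more than 3 SD above its plate mean, without a fluorescence outlier flag or 80% toxicity; inconclusive = no clear call, values can overlap the other calls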;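 note: spot-positive cell cutoff set from DMSO-treated cells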
# Myeloid diff MLP – induction of myeloid progenitor differentiation, primary screen, cell-based, flow cytometry, MLPCN library. ER-HoxA9 myeloid progenitors, lysozyme-GFP differentiation. calls only at 10 µM. 1% of 360,000 active;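 active = normalized GFP-positive differentiation at or above the plate's own cutoff, the solvent-only control mean plus 3 SD; inconclusive = no clear call, values can overlap the other calls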;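 note: cells exposed to compound for four days before flow analysis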
# MT stabilizer – microtubule stabilizers in HeLa cells, primary screen, imaging, high-content imaging | HeLa tubulin immunostaining HCS, 24 h; share of cells brighter than vehicle mean+2SD | % tubulin-high responders, % at 10 µM | 0.83% of 200,000 active | AID 2205, 2009;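 active = plate Z-score above 3 for both tubulin-high and condensed-nucleus cell shares, with cell loss under 80%, at 10 µM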;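 note: anti alpha tubulin signal scored within the nucleus-defined area of each cell; some results filed as inactive read as strong as hits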
# WT yeast gro inh mutant strain – also measured in WT yeast gro inh; calls as there; inhibition, %; mitochondrial fusion phenotypic screen, mutant strain inhibition
# Insulin prom up cell count – also measured in Insulin prom up; calls as there; cell count; measured here: cytotoxicity, nuclei count;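 total cells summed across four imaged fields per well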
# Lipid droplet cells 6.5 µM – second read-out of Lipid droplet, no call of its own (marks repeat the call); cell count; measured here: cell count, cytotoxicity flag;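 cells counted across two imaged fields per well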
# bCat nuc transl cell count 5 µM – recorded beside bCat nuc transl, whose call it bears; cell count; measured here: cell count, cytotoxicity flag
# T cell modulator vesicle-bound % – also measured in T cell modulator; calls as there; double positive events, %; measured here: CD8+ vesicle-bound cell fraction;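 binding gate set so that unloaded-vesicle control wells show 10% double positive cells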
# MT stabilizer Hoechst-high % – second read-out of MT stabilizer, no call of its own (marks repeat the call); % Hoechst-high responders; measured here: nuclear condensation Hoechst responders;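 share of cells brighter than vehicle mean plus two SD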
# MT stabilizer cytotoxicity % – also measured in MT stabilizer; calls as there; toxicity, %; measured here: cytotoxicity by cell density;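 0% = mean cell density of plate MIN control wells and 100% = no cells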
# Autophagy mod cell loss 18 h – recorded beside Autophagy mod, whose call it bears; toxicity, %; measured here: cell loss, nuclei count;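 cell loss after 18 h compound exposure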
# Myeloid diff MLP GFP+ MAC1+ % – recorded beside Myeloid diff MLP, whose call it bears; GFP+ MAC1+ double positive, %; measured here: differentiation confirmed by MAC1 staining
# Numbers without * were called inactive; i = inactive; u = inconclusive; x = no result given.
SMILES,West Nile virus CPE,T cell modulator,T cell modulator vesicle-bound %,Insulin prom up,Insulin prom up cell count,bCat nuc transl,bCat nuc transl cell count 5 µM,WT yeast gro inh,WT yeast gro inh mutant strain,Lipid droplet,Lipid droplet cells 6.5 µM,Autophagy mod,Autophagy mod cell loss 18 h,Myeloid diff MLP,Myeloid diff MLP GFP+ MAC1+ %,MT stabilizer,MT stabilizer Hoechst-high %,MT stabilizer cytotoxicity %
O=C(Cn1cnc2ccccc2c1=O)NC1CCCc2ccccc21 (stereo not drawn),-0.8%,i,36,-0.82,1238,-3.2,1233,4,-6,10,784,i,16,i,0.2,1.5,2.0,9.4
O=C(NCCCC(NC(=O)OCc1ccccc1)C(=O)O)OCc1ccccc1 (stereo not drawn),-0.6%,i,46,x,x,x,x,x,x,-1,821,x,x,i,0.0,x,x,x
COc1cc(-c2ccc(NC(=O)c3ccc(C)cc3)c(OC)c2)ccc1NC(=O)c1ccc(C)cc1,-0.6%,x,x,0.92,1553,x,x,0,3,x,x,i,-44,i,2.8,4.3,18,5.7
Cc1cc(C)nc(Nc2ncc(O)n2-c2ccc(C)c(Cl)c2)n1,-1.2%,i,8,-0.64,1574,2.0,1073,-4,-3,21,703,i,-8,i,1.8,4.8,3.1,3.6
CCc1c(-c2n[nH]c(=S)n2Cc2ccccc2)csc1C,1.5%,i,28,0.5,1115,4.1,476,16,17,x,x,i,-8,i,0.3,1.6,3.1,5.9
N#CC(=C1CCCC1)c1nc(-c2ccccc2O)cs1,0.3%,i,40,-0.51,830,2.0,791,13,6,x,x,i,5,i,0.7,8.2,3.0,0.6
O=C(C1=C[C@@H]2[C@H]3C(=O)N(c4ccc(Cl)cc4)C(=O)[C@H]3[C@@H](C(=O)c3ccc(Cl)cc3)N2C=C1)c1ccccc1,-0.2%,i,50,1.8,2315,0.7,930,-3,10,-3,588,i,4,i,0.8,2.2,2.3,12
COc1cc(-c2noc(-c3cccc(Cl)c3)n2)cc(OC)c1OC,-0.7%,i,48,0.99,1262,x,x,2,-4,1,782,i,32,i,0.4,3.7,1.3,3.7
COC(=O)N1CCN(c2ccc(OC)cc2)CC1,0.3%,i,58,0.12,1219,-0.3,1024,-8,-13,0,782,i,-5,i,7.7,2.8,2.0,3.6
C=C(C)C1CC=C(C)/C(=N\NC(=O)CCC(=O)Nc2ccc(C)c(C)c2)C1 (stereo not drawn),0.0%,i,32,0.17,834,0.0,1306,x,x,0,686,x,x,i,0.8,x,x,x
COc1ccccc1OCc1ccc(C(=O)NC(C)(C)C)o1,-0.3%,i,39,0.4,1228,-0.5,1076,4,22,-13,639,i,40,i,0.4,4.0,1.4,3.7
O=C(CCCOc1ccccc1)n1nnc2ccccc21,1.4%,i,38,0.66,1483,-0.6,993,3,-6,x,x,i,-9,i,6.9,2.2,1.7,2.6
Cc1cc(NCCN(C)C)n2nc(-c3cccs3)cc2n1,0.2%,i,4,0.18,1302,x,x,4,20,-3,719,i,31,i,0.5,3.3,1.2,5.2
CCN1C(=O)/C(=C/c2ccc(OC)c(OC)c2)N=C1SCC(=O)NCc1ccco1,-0.4%,i,48,1.1,1383,x,x,5,-9,-29,608,i,8,i,0.7,1.9,2.9,7.7
O=C(NCCC1=CCCCC1)c1ccc2c(c1)N(Cc1ccccc1)C(=O)CS2,1.7%,i,38,0.17,833,x,x,15,11,4,820,i,-2,i,6.0,1.4,0.8,5.7
CCOc1cccc2sc(Cl)nc12,u,i,53,x,x,1.0,771,-6,6,2,802,i,4,i,0.8,4.2,1.7,17
CCCCCC(=O)Nc1nnn(CCC)n1,0.0%,i,36,x,x,x,x,-7,3,8,793,i,-2,i,7.5,2.8,1.7,7.8
CCc1ccc(-c2nc(CS(=O)CC(=O)NC3CCCCCC3)c(C)o2)cc1 (stereo not drawn),0.2%,i,21,x,x,x,x,x,x,1,667,x,x,i,0.9,x,x,x
Cn1cc(C(=O)N/N=C/C=C/c2ccccc2)ccc1=O,0.6%,i,8,0.11,1489,2.1,1061,-10,2,37,572,i,10,i,0.3,2.2,2.3,8.9
CCn1c(CNC(=O)c2ccccc2Cl)cc2ccccc21,-1.4%,i,30,x,x,x,x,x,x,-18,784,x,x,i,1.0,x,x,x
CCc1ccc(Nc2ccc(S(=O)(=O)N3CCOCC3)cc2[N+](=O)[O-])cc1,-1.5%,i,39,-0.94,1241,-2.5,1106,26,10,-52,675,i,22,i,0.7,5.9,2.5,1.4
O=C1C/C(=C\c2c(F)cccc2Cl)N2CCC1CC2,-0.2%,i,49,0.02,1153,7.4,1061,5,1,3,725,i,-6,i,0.1,1.1,2.4,6.9
CCOC(=O)C1CCN(S(=O)(=O)c2csc(C(N)=O)c2)CC1,1.2%,i,13,x,x,x,x,x,x,-6,733,x,x,i,3.1,x,x,x
CCc1ccccc1N=C1SCC(=O)N1C,0.5%,i,57,0.88,1435,0.9,742,-18,-30,x,x,i,1,i,0.2,4.4,4.1,11
COCCNC(=O)C/C(C)=N/NC(=O)C(=O)NC1CCCCC1,0.1%,i,37,x,x,-0.1,1074,9,4,-4,663,i,2,i,0.6,0.7,0.7,4.8
NS(=O)(=O)c1ccc(CNC(=O)c2cccc(Oc3ccccc3)c2)cc1,0.1%,i,24,x,x,x,x,x,x,-34,804,x,x,i,1.0,x,x,x
O=C1CN(c2nc(-c3cccnc3)nc3sc4c(c23)CCCC4)CCN1,-0.9%,i,20,0.82,1081,-1.4,1064,28,14,1,650,i,-6,i,0.0,2.4,3.6,5.2
CCN(CC)C(=O)Cn1cc(C(=O)C(=O)NCCCn2ccnc2)c2ccccc21,x,i,53,-0.23,1141,1.2,1131,-14,-9,1,686,i,3,i,0.7,2.5,2.2,5.1
CC(C)Cc1nnc(NC(=O)CSc2ccccn2)s1,-0.2%,i,42,1.4,740,x,x,18,5,-39,786,i,9,i,2.4,1.2,1.1,4.8
COc1ccc(CCNC(=O)c2cn(C)c3ccc(S(=O)(=O)N4CCOCC4)cc3c2=O)cc1OC,-0.4%,i,28,x,x,x,x,x,x,5,728,x,x,i,3.9,x,x,x
NC(=Nc1ccc(N)cc1)C(N)=Nc1ccc(N)cc1,0.4%,i,38,0.49,1258,1.4,1088,x,x,1,727,x,x,i,0.4,x,x,x
O=C(Nc1ccccc1)c1ccccc1OCC(O)CN1C(=O)c2ccccc2S1(=O)=O (stereo not drawn),0.5%,i,24,0.01,1425,-7.3,1004,-8,-7,x,x,i,3,i,1.4,4.0,2.9,5.2
COc1ccc(CCn2c(C(C)C)nc3oc4ccccc4c(=O)c3c2=O)cc1,-0.5%,i,22,-0.36,985,0.4,1275,x,x,0,725,x,x,i,0.5,x,x,x
COc1cccc(N=C2SC(CC(=O)Nc3ccccc3)C(=O)N2Cc2ccccn2)c1 (stereo not drawn),-0.6%,i,51,-1.2,1239,-1.5,1061,-6,11,3,698,i,4,i,0.7,4.4,3.8,10
Cc1ccc(Cn2cccc(-c3nc4ccccc4s3)c2=O)cc1,-1.0%,i,38,0.51,1934,-2.0,1096,-23,-22,-12,545,i,4,i,1.6,2.7,1.9,2.7
Cc1ccc2c(c1)c(N=Nc1cccc(C(=O)O)c1)c(O)n2C,1.6%,i,57,-0.72,1194,1.1,1193,-9,4,14,719,i,13,i,0.2,3.0,2.7,8.7
C=CCn1c(SCC(=O)Nc2cc(C)on2)nc2c([nH]c3ccccc32)c1=O,0.2%,i,22,x,x,x,x,x,x,1,766,x,x,i,1.0,x,x,x
NNC(=O)c1nc(-c2ccccc2)n2c1CCCCC2,0.5%,i,33,x,x,x,x,8,20,16,826,i,-3,i,0.7,3.6,2.7,7.4
NC(=O)COC(=O)C1CSC2(c3ccc(F)cc3)CCC(=O)N12 (stereo not drawn),-0.1%,i,20,x,x,x,x,x,x,-25,674,x,x,i,0.6,x,x,x

# Reformatted bar-delimited: entries from further up
SMILES | West Nile virus CPE | T cell modulator | T cell modulator vesicle-bound % | Insulin prom up | Insulin prom up cell count | bCat nuc transl | bCat nuc transl cell count 5 µM | WT yeast gro inh | WT yeast gro inh mutant strain | Lipid droplet | Lipid droplet cells 6.5 µM | Autophagy mod | Autophagy mod cell loss 18 h | Myeloid diff MLP | Myeloid diff MLP GFP+ MAC1+ % | MT stabilizer | MT stabilizer Hoechst-high % | MT stabilizer cytotoxicity %
Cc1ccc2c(c1)c(N=Nc1cccc(C(=O)O)c1)c(O)n2C | 1.6% | i | 57 | -0.72 | 1194 | 1.1 | 1193 | -9 | 4 | 14 | 719 | i | 13 | i | 0.2 | 3.0 | 2.7 | 8.7
C=CCn1c(SCC(=O)Nc2cc(C)on2)nc2c([nH]c3ccccc32)c1=O | 0.2% | i | 22 | x | x | x | x | x | x | 1 | 766 | x | x | i | 1.0 | x | x | x
NNC(=O)c1nc(-c2ccccc2)n2c1CCCCC2 | 0.5% | i | 33 | x | x | x | x | 8 | 20 | 16 | 826 | i | -3 | i | 0.7 | 3.6 | 2.7 | 7.4
NC(=O)COC(=O)C1CSC2(c3ccc(F)cc3)CCC(=O)N12 (stereo not drawn) | -0.1% | i | 20 | x | x | x | x | x | x | -25 | 674 | x | x | i | 0.6 | x | x | x

# This is a random part of the collection, and some 3.9% of all compounds hit somewhere here.
